KCNQ1 pot = human KCNQ1 channel potentiation or activation; P51787; CHO-K1 KCNQ1, thallium flux FluxOR fluorescence; active compounds read high; B-score at 10 µM; 310,000 compounds, 0.35% hits; AID 2648;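 active = fluorescence ratio B-score, a plate-corrected score, at least three library SD, with initial intensity B-score within 5 SD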
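Schedule – 37 °C overnight plating, 90-min dark dye load, 20-min compound pretreatment · System – stable KCNQ1 CHO-K1 line · Probe or stimulus – thallium- and potassium-containing depolarizing buffer · Measured by – kinetic FluxOR fluorescence, 10 s baseline plus 110 s post-stimulus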
KCNK3 inh = human KCNK3 channel inhibition, primary screen; O14649; CHO-KCNK3 thallium flux, FluxOR fluorescence; active compounds read low; B-score at 10 µM; 340,000 compounds, 0.84% hits; AID 602410;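 active = B-score under library mean minus 4 SD, starting fluorescence ratio at most library mean plus 5 SD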;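 also: more negative B-score means stronger inhibition of thallium flux through KCNK3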
Target sequence (O14649 whole entry, looked up): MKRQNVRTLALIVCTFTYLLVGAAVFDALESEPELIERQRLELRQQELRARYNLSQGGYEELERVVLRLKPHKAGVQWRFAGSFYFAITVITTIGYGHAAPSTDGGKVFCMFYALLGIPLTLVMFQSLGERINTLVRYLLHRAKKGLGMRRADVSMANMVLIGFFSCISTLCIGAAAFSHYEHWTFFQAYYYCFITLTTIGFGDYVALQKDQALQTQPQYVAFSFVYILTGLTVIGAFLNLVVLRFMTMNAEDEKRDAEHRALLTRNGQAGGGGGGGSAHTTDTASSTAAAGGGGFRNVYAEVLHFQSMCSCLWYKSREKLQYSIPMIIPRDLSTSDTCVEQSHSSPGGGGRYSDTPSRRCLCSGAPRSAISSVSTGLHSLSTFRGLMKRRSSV
Platelet DG rel = modulates dense granule release in human platelets; human platelet-rich plasma, SFLLRN dense granule ATP release, luminescence; 300,000 compounds, 0.22% hits; inhibition, %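 (compounds screened at 7.5 µM in platelet-rich plasma)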;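 active = mean replicate score, as percent of positive control, at or above 50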
TRPC4 act = activators of mouse TRPC4 channel; 310,000 compounds, 0.49% hits; B-score at 10 µM; AID 2237; HEK293 TRPC4beta/mu-opioid, Fluo4 calcium fluorescence; active compounds read high; Q9QUQ5;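 active = B-score above 5 SD of library B-scores, and initial fluorescence ratio not above library mean plus 5 SD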;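 also: positive B-score marks a calcium rise read as TRPC4 activation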
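Assay system – TRPC4beta and mu-opioid receptor HEK293 stable cells · Measured by – Fluo4 fluorescence, kinetic · Schedule – dye loading 45 min room temperature, 110 s kinetic read · Read-out – B-scored integrated calcium fluorescence ratio · Controls – buffer and maximal DAMGO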
KCNK9 inh = blocks the human KCNK9 two-pore domain potassium channel | AID 488922 | B-score at 10 µM | HEK293 KCNK9, FluxOR thallium flux fluorescence; active compounds read low | 310,000 compounds, 1.2% hits;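 active = ratio B-score over 3 SD below the library mean, with starting fluorescence within 5 SD of its mean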;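 also: negative B-score means less thallium flux so channel inhibition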
Target sequence (Q9NPC2 whole entry, looked up, the tested form may be a part): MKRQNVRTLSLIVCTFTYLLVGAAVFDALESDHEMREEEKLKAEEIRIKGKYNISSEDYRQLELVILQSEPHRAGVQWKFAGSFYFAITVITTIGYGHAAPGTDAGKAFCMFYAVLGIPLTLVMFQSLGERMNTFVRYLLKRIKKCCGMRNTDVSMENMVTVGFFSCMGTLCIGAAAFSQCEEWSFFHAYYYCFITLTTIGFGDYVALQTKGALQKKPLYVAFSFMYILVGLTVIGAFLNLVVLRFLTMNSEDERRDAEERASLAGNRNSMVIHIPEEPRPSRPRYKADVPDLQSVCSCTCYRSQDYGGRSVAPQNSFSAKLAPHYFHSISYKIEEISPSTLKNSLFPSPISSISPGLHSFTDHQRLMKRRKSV
PolyA inhibitor = blocks polyadenylation in yeast reporter cells; S. cerevisiae SKY197-pL101 polyadenylation reporter, beta-gal luminescence; efflux-impaired pdr1/pdr3 knockout yeast; score 100 = 6 SD above DMSO; calls only at 12 µM; 300,000 compounds, 0.02% hits; AID 1875;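 active = lowest replicate activity score at least 50, where 100 means six control SD above control mean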;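 also: yeast exposed to compound for 9 h at 30 °C; higher score means more reporter readthrough which indicates perturbed polyadenylation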
TRPC4 PAM = allosterically enhances the mouse TRPC4 cation channel; Q9QUQ5; HEK293 TRPC4beta/mu-opioid, DAMGO EC20, Fluo-4 Ca2+ flux; active compounds read high; B-score at 10 µM; 310,000 compounds, 0.42% hits;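 active = B-score of calcium response area above 5 SD of library B-scores, with initial fluorescence ratio within 5 SD of library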;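 also: B-score of integrated fluorescence ratio over time as area under calcium response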
hERG rescue = shields human hERG channel from block by proarrhythmic agents; AID 1511; Q12809; activation (rescue from dofetilide block), less the hit threshold, % at 10 µM; 310,000 compounds, 0.51% hits; CHO-hERG, FluxOR thallium flux, dofetilide IC70 present;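 active = activation above the mean of controls blocked by dofetilide plus 5 SD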;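 also: thallium influx through hERG after potassium depolarization seen as dye fluorescence rise; in these data hits start at about 4.7%; inactives centre near -7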
KCNQ1 block = blocks the human KCNQ1 potassium channel; B-score at 10 µM; CHO-K1 KCNQ1, FluxOR thallium flux fluorescence; active compounds read high; 310,000 compounds, 1.3% hits; AID 2642; P51787;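 active = compounds whose thallium flux B-score, printed positive for inhibition, exceeds three library SD while starting fluorescence stays within three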;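 also: channel opened by potassium depolarization with thallium stimulus after 20 min compound exposure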
DYRK1A inh = inhibitors of rat Dyrk1A kinase; AID 504441; inhibition, % at 12.5 µM; 310,000 compounds, 0.43% hits; ADP-Glo luminescence, NFATc1 peptide; in the data active = inhibition above about 50%;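 also: plate controls were vehicle with enzyme for no effect and no enzyme for full effect; many of its hits are not listed in these tables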
TRPC4 block = blocks the mouse TRPC4 cation channel; Q9QUQ5; HEK293 TRPC4beta/mu-opioid, DAMGO-evoked Fluo4 calcium flux; active compounds read low; B-score at 10 µM; 300,000 compounds, 0.39% hits;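 active = B-score over 3 SD under the library average, no early fluorescence shift, positive overall ratio signal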
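Assay system: HEK293 cells with stable TRPC4beta plus mu-opioid receptor expression. Dosing: single dose. Measured by: Fluo4 Ca2+ flux fluorescence. Also added: DAMGO in two steps, submaximal then maximal. Read-out: B score from integrated Fluo4 fluorescence ratio.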
* marks the source's active call; other numbers are inactive results; i = inactive; · = not tested or not shown. A portion of the library; count on the stated rates, not on these rows.

SMILES	PolyA inhibitor	TRPC4 PAM	DYRK1A inh	Platelet DG rel	TRPC4 block	KCNQ1 pot	TRPC4 act	KCNQ1 block	KCNK9 inh	hERG rescue	KCNK3 inh
Cc1cc(C)nc(/N=C(\N)C2=C(O)CC(C)(C)CC2=O)n1	i	i	2	5	i	i	i	i	i	-11	i
CC1(C)CC(=O)C=C(NCc2ccc(Cl)c(Cl)c2)C1	i	i	1	13	i	i	i	i	i	-3	i
CCc1cc2cc3c(cc2nc1SCC(=O)OC(C)C)OCO3	i	i	2	1	i	i	i	i	i	-4	i
CCCc1nc(SCC(=O)NNC(=O)c2ccc(OC)cc2)c2ccccc2n1	i	i	-2	11	i	i	i	i	i	-8	i
CCOc1ccccc1NC(=O)CN(C)S(=O)(=O)c1ccc(OC)c(C)c1	i	i	2	1	i	i	i	i	-15*	-1	i
Cc1cccc(C)c1NC(=S)N(c1ccccc1)C(C)C	i	i	8	2	i	i	i	i	i	1	i
Cc1ccc(S(=O)(=O)CC(c2ccccc2)N2CCCCC2)cc1 (stereo not given)	i	i	4	-5	i	i	i	i	i	-20	i
Nc1nc(CCl)nc(Nc2ccc3ccccc3c2)n1	i	i	8	-3	i	13*	i	i	i	-10	i
O=C(Nc1cccnc1)NC1CCCCC1	i	i	9	8	i	i	i	i	i	-19	i
O=C(O)c1ccc2c(c1)C(=O)N(C(Cc1ccc(O)cc1)C(=O)O)C2=O (stereo not given)	i	i	-5	0	i	i	i	i	i	-10	i
O=C(NC1CCCN(Cc2ccc(Cl)cc2)C1)c1ccnc(Cl)c1 (stereo not given)	i	i	-4	-6	i	i	i	i	i	-1	i
O=C(C1CC1)n1cc(C(=S)N2CCOCC2)c2ccccc21	i	i	6	-2	i	i	i	i	i	-3	i
O=S(=O)(Nc1ncnc2sc3c(c12)CCC3)c1ccc(Cl)s1	i	i	15	-3	i	i	i	i	i	-11	i
O=C(NCc1ccccc1)c1onc(CSc2nc3ccccc3[nH]2)c1C(=O)NCc1ccccc1	i	i	-4	-1	i	i	i	i	i	-25	i
CCCCCCCC(=O)Nc1cc(C(=O)NCCC)ccc1N1CCC2(CC1)CC(c1cccc(Br)c1)=NO2	i	i	1	-2	i	i	i	i	i	-9	i
COC(=O)c1sccc1NN1C(=O)c2ccccc2C1=O	i	i	-4	-5	i	i	i	i	i	-8	i

Quoted from the listing.
In DYRK1A inh, `CCCCCCCC(=O)Nc1cc(C(=O)NCCC)ccc1N1CCC2(CC1)CC(c1cccc(Br)c1)=NO2` is entered as 1
In Platelet DG rel, `O=C(NC1CCCN(Cc2ccc(Cl)cc2)C1)c1ccnc(Cl)c1` (stereo not given) is entered as -6

More structures:
SMILES	PolyA inhibitor	TRPC4 PAM	DYRK1A inh	Platelet DG rel	TRPC4 block	KCNQ1 pot	TRPC4 act	KCNQ1 block	KCNK9 inh	hERG rescue	KCNK3 inh
Cc1ccc(OCC(=O)NNc2c3ccccc3nc3ccccc23)cc1	i	i	-7	-6	i	i	i	i	i	-5	i
CSCCC(C(=O)OCC(=O)c1ccc(C)c(C)c1)N1C(=O)c2cc(Cl)c(Cl)cc2C1=O (stereo not given)	i	i	11	0	i	i	i	i	i	-14	i
COc1ccccc1NC(=O)C(C)NS(=O)(=O)c1ccc(Cl)cc1 (stereo not given)	i	i	0	-5	i	i	i	i	i	-7	i
Cc1cc(=O)oc2cc(OC(=O)CCCCCN3C(=O)c4ccccc4C3=O)ccc12	i	i	-6	-4	i	i	i	i	i	-2	i
Cc1ccc(-n2nnc3c(SCC(=O)NCc4ccco4)ncnc32)cc1	i	i	1	4	i	i	i	i	i	-7	i
O=C(C1CC(c2ccc(F)cc2)=NO1)N1CCN(c2ccccc2)CC1 (stereo not given)	i	i	1	2	i	i	i	i	i	-9	i
CN(CC(=O)Nc1ccccc1Br)C(=O)CCc1ccccc1	i	i	-6	-19	i	i	i	i	i	-13	i
Fc1ccc(-n2c(-c3ccco3)nc3nc4ccccc4nc32)cc1	i	i	11	-9	i	i	i	i	i	-5	i
CCCCCCOc1ccc(N2C(=O)CC(NCCc3ccc(S(N)(=O)=O)cc3)C2=O)cc1 (stereo not given)	i	i	-3	-2	i	i	i	i	i	-13	i
CCc1ccc(N2CC(C(=O)N/N=C/c3ccccc3OC)CC2=O)cc1 (stereo not given)	i	i	-3	11	i	i	i	i	i	-8	i
Cc1cc(C)c(C#N)c(SCc2ccc3c(c2)OCO3)n1	i	i	-7	-7	i	i	i	i	i	-11	-11*
CCCCNc1cc(Cl)nc(N)n1	i	i	-10	8	i	i	i	i	i	-8	i
CCc1nc2ccccc2n1CC(O)COCC1CC=CCC1 (stereo not given)	i	i	2	-2	i	i	i	i	i	-10	i
CCOCCn1ccc2c(OCC(=O)Nc3ccc(OC)c(OC)c3)cccc2c1=O	i	i	3	-7	i	i	i	i	i	3	i
COC(=O)Nc1nnc(Cc2ccccc2)s1	i	i	4	2	i	i	i	i	i	-12	i
CCOP(=O)(OCC)c1nc(-c2ccc(F)cc2)oc1NCc1ccccc1	i	i	0	0	i	i	i	i	-6.6*	-11	i
CC(C)(C)c1cc(C(=O)CCN2CCOCC2)cc(C(C)(C)C)c1O	i	11*	0	-5	i	i	i	i	i	-6	i
COc1ccc(-c2[nH]ncc2CNCCn2cccn2)c(F)c1	i	i	3	15	i	i	i	i	i	-10	i
CCOC(=O)c1ccccc1NC(=O)Cc1c(C(=O)O)n(C)c2ccccc12	i	i	-2	4	i	i	i	i	i	-3	i
CC1CCN(Cc2nnnn2CCCC(=O)N(C)C(C)c2ccccn2)CC1 (stereo not given)	i	i	2	-2	i	i	i	i	i	-10	i
CC(/C=N/NC(=O)c1ccccn1)=C\c1ccco1	i	i	·	17	i	i	i	i	i	-7	i
CCCOc1ccc(C(O)(CCC)CCN2CCCCC2)cc1 (stereo not given)	i	i	5	-3	i	i	i	i	i	-7	i
CN(Cc1ccc(Cl)cc1)C(=O)c1cc(S(=O)(=O)N2CCOCC2)ccc1N1CCCC1	i	i	4	-4	i	i	i	i	i	-15	i
C=CC(=O)Nc1sc2c(c1C(N)=O)CCCC2	i	i	37	1	i	i	i	i	i	-11	i
O=C(NCc1nnc(SCC(=O)N2CCN(c3ccccc3)CC2)o1)c1c(F)cccc1Cl	i	i	-8	1	i	i	i	i	i	-13	i
O=C1C(Cc2c[nH]c3ccccc23)NC(=S)N1C1CCCCC1 (stereo not given)	·	i	7	-1	i	i	i	i	i	-18	i
CCCSc1nc(C)c(C(C)=O)cc1C#N	·	i	4	-4	i	i	i	i	i	-6	i
Cc1csc(NC(=O)CSc2nnc(-c3ccc(Cl)cc3)n2N)n1	i	i	-2	-2	i	i	i	i	i	-9	i
CCOC(=O)c1c(-c2ccco2)csc1N	i	i	4	-4	i	i	i	i	i	0	i
CCOC(=O)CS(=O)(=O)c1ccc(O)cc1	i	i	-2	-2	i	i	i	i	i	-9	i
CCOc1ccc2nc(N3CCC(C(=O)N4CCN(c5ccccn5)CC4)CC3)sc2c1	i	i	-1	-1	i	i	i	i	i	-6	i
Cc1ccc(-c2ccc(/C=N/O)o2)cc1[N+](=O)[O-]	i	i	16	2	i	i	i	i	i	-7	i
COc1cc(/C=N/N2CCN(c3ccccc3)CC2)ccc1OC(C)=O	i	i	·	3	i	i	i	i	i	-3	i
Cc1ccc(C)c(NC(=O)CN(C)C(=O)c2cc(S(=O)(=O)N3CCOCC3)ccc2N2CCCC2)c1	i	i	·	12	i	i	i	i	i	-12	i
CCc1ccc2c(c1)C(=O)C[C@]1(CCC[C@H](C)C1)O2	i	i	18	1	i	i	i	i	i	-3	i
CCCCN(CC)CCNC(=O)c1cc2c(=O)n(CC)c3ccccc3c2s1	i	i	8	0	i	i	i	i	i	-8	i
CCCNC(=O)c1cc(S(=O)(=O)N2CCCCC2)ccc1N1CCOCC1	i	i	·	-2	i	i	i	i	i	-15	i
COc1cc(CN2CCN(c3ccccc3F)CC2)c([N+](=O)[O-])cc1OC	i	i	-2	-5	i	i	i	i	i	-11	i
CCOC(=O)/C(C#N)=N/Nc1ccc(S(=O)(=O)Nc2cc(OC)nc(OC)n2)cc1	i	i	·	-9	i	i	i	i	i	-6	i
CNc1nnc(-c2cc3cc(Cl)ccc3oc2=O)s1	i	i	3	-11	i	i	i	i	i	-7	i
Cc1ccc(OCCn2c(NC(=O)c3ccco3)nc3ccccc32)cc1	i	i	3	5	i	i	i	i	i	-5	i
COC(=O)c1ccc(C(C(=O)NC2CCCCC2)N(C(=O)Cc2cccs2)C2CC2)cc1 (stereo not given)	i	i	0	2	i	i	i	6*	i	-6	i
CCC(=O)N1CCCc2cc(S(=O)(=O)N3CCCc4ccccc43)ccc21	i	i	2	6	i	i	i	i	i	-7	i
COc1cc(C)c(-c2[nH]ncc2-c2csc(C)n2)c(O)c1	i	i	1	6	i	i	i	i	i	-1	i
Cc1ccccc1COc1ccc(/C=N/NC(=O)c2nnn(-c3nonc3N)c2CN2CCC(C)CC2)cc1	i	i	-2	3	i	i	i	i	i	-4	i
CC1CCCCC1NC(=O)C1CC=CCC1C(=O)O (stereo not given)	i	i	-4	11	i	i	i	i	i	-2	i
CCCCN(C)C(=O)c1nc2ccccn2c1CN1CCN(c2ccccn2)CC1	i	i	-8	1	i	i	i	i	i	-9	i
CCC(=O)Nc1nnc(SCCN2CCOCC2)s1	i	i	-2	-3	i	i	i	i	i	-5	i
CN(C)c1ccc(S(=O)(=O)N2CCCCC2)cc1NC(=O)CN1C(=O)NC2(CCCC2)C1=O	i	i	5	15	i	i	i	i	i	-16	i
Cc1ccc(OCC(=O)Nc2ccncc2)cc1	i	i	8	-2	i	i	i	i	i	-8	i
CCCCc1nn(-c2cc(Cl)ccc2OC)c2c1C(=O)CC(C)(C)C2	i	i	0	12	i	i	i	i	i	-4	-10*
